Assay outcomes as filed in PubChem.
eIF4E 4G PPI: eIF4E/eIF4G interaction inhibition in translation initiation; P63073+Q04637; TR-FRET eIF4E-eIF4GI(517-606) binding, 2 h; inhibition, % at 21.7 µM; 220,000 tested, 0.37% active;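 active = inhibition above about 30%, limit read from the data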;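 note: 0% = full FRET control wells and 100% = background wells lacking eIF4GI fragment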
14-3-3 Bad PPI: disrupts binding of bovine 14-3-3 zeta to phospho-Bad peptide; TR-FRET 14-3-3zeta/Dy647-pBad peptide displacement, 1 h; inhibition, % at 21.7 µM; P63103; 220,000 tested, 0.71% active;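 active = inhibition above about 70%, limit read from the data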;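 note: 0% = full 14-3-3 plus peptide FRET controls and 100% = background without 14-3-3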
hK5 inh: inhibitors of human kallikrein 5; Q9Y337; recombinant hK5, fluorogenic AMC substrate cleavage; inhibition, % at 5 µM; 210,000 tested, 0.59% active; AID 873;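 active = inhibition of 40% or more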;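 note: 0% = enzyme controls without compound and 100% = no-enzyme blanks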
Target sequence (Q9Y337 67-293 limits assumed): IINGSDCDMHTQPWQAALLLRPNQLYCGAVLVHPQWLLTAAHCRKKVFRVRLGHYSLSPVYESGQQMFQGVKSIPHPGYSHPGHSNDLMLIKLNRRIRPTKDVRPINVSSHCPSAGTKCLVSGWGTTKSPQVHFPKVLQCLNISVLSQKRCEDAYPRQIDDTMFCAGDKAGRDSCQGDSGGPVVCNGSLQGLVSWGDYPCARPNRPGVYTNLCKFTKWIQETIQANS
FXIIa inh 1536: inhibitors of human coagulation factor XIIa; inhibition, % at 5 µM; 220,000 tested, 0.3% active; AID 800; purified FXIIa, Boc-QGR-AMC fluorogenic substrate, 2 h; P00748; in the data active = inhibition above about 40%;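 note: 0% = enzyme with no compound and 100% = blank without enzyme; many of its hits are not listed in these tables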
MDM2 E3 inh: blocks human Mdm2 ubiquitin ligase activity. Q00987. cell-based MDM2 ubiquitination luciferase reporter, 2 h; 0 = plate control, 100 = twice control, blank-subtracted. signal enhancement, % at 5 µM. 210,000 tested, 0.11% active;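 active = signal enhancement of 30% or more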;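 note: luminescence tracks abundance of the self-degrading MDM2-luciferase fusion protein; higher signal means inhibition of MDM2 E3 ligase activity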
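System: stable MDM2–luciferase fusion reporter cells / Input: 2000 cells seeded into each well / Schedule: 4 h settle plus 2 h compound, 37 °C / Compound: single-point 5 µM / Buffer or medium: cells held in DMEM / Benchmarks: control and blank well means / Evaluation: percent signal gain over controls, blank-subtracted / Measured by: luciferase luminescence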
Wee1 degr inh: blocks degradation of human Wee1 kinase. P30291. reporter increase, % at 5 µM. 220,000 tested, 1.2% active. HeLa Luc-Wee1K328M stability, luciferase luminescence; 100% = proteasome inhibitor MG132 effect;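 active = activation above the mean of all tested compounds plus 3 SD, set per screening run, cut at about 8.8% in these data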;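 note: cells exposed to compound for 20 h before luminescence read; 0% = DMSO alone and 100% = MG132 at 30 µM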
p97 ATPase inh: blocks human p97 ATPase activity; P55072; recombinant p97 ATPase, Kinase-Glo ATP luminescence, 3 h; inhibition, % at 8 µM; 220,000 tested, 0.42% active; in the data active = inhibition above about 15%;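 note: 0% = DMSO vehicle and 100% = wells lacking enzyme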
Target sequence (P55072 whole entry, looked up): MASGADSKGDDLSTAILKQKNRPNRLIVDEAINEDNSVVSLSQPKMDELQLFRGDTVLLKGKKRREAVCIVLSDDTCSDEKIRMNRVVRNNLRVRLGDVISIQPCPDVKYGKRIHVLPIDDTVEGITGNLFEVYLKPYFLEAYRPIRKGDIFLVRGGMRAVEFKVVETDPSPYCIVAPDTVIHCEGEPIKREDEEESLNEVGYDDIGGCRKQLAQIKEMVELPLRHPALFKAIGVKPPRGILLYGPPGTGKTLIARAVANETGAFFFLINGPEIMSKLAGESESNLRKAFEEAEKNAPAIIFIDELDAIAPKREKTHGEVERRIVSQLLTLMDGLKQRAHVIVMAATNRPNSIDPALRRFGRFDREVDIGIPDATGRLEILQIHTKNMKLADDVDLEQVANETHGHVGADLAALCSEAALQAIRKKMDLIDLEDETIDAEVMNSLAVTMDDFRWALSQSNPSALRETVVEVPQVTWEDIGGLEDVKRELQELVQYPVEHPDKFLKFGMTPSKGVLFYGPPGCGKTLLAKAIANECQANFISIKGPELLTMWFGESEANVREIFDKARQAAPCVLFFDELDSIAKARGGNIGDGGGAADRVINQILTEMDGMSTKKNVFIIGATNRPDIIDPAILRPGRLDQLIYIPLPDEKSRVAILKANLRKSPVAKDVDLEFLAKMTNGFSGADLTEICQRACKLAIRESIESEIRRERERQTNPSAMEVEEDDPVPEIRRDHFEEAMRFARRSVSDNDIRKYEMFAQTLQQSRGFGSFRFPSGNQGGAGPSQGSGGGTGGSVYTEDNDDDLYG
Rad51 HR inh: blocks human Rad51 in homologous recombination; hRad51 DNA strand exchange, fluorescence dequenching; 200,000 tested, 0.085% active; Q06609; inhibition, % at 10 µM;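 active = inhibition above 40% at the single screening dose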;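 note: 0% = DMSO control wells and 100% = blanks with heterologous ssDNA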
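Test system: preformed human Rad51 ssDNA filaments; also added: Donor/quencher-labelled 47-bp dsDNA substrate; doses: 10 µM final, single point; times: 37 °C 15-min filament assembly, 30-min compound preincubation, 15-min exchange; detection: FRET fluorescence dequenching, excitation 485 nm, emission 520 nm; read-out basis: Fluorescence-based percent inhibition, control- and blank-normalised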
FXIa inh 1536: factor XIa (human) inhibition | P03951 | purified FXIa, Boc-Glu-Ala-Arg-AMC fluorogenic substrate | inhibition, % at 5 µM | 220,000 tested, 0.14% active;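 active = inhibition of at least 40%; inactive = inhibition below 40%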;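 note: fluorescence of freed AMC excited at 355 nm; 0% = enzyme without compound and 100% = no enzyme blank; many of its hits are not listed in these tables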
The depositor's hits bear a star; . = no result given; [ ] = dose if it differs, or a comment.

SMILES	eIF4E 4G PPI	14-3-3 Bad PPI	hK5 inh	FXIIa inh 1536	MDM2 E3 inh	Wee1 degr inh	p97 ATPase inh	Rad51 HR inh	FXIa inh 1536
COc1ccc(/C=C/C(=O)OCC(=O)Nc2cccc(C(C)=O)c2)cc1	2[fluorescence artefact?]	2	-27	1	.	6	-6	.	-7
CCOC(=O)CC(=O)CSc1nc(C)cc(C)c1C#N	-2[fluorescence artefact?]	-9	1	-1	8	1	-7	2	1
CCCCOCCCNC(=O)N[C@@H](CC(C)C)C(=O)O	-2	0	5	8	-6	4	1	1	4
COc1cccc(CN2CCCN(S(=O)(=O)c3ccc(Br)cc3)CC2)c1	0	3	-1	18	-5	-2	1	-7	6
O=C(Nc1ccc2nc(-c3ccc(Br)o3)[nH]c2c1)c1cccs1	7	15	-19	27	-17	2	10	12	14
Cn1nnnc1SCC(=O)Nc1nn(-c2ccccc2)nc1C(N)=O	-5	6	-4	6	-9	-2	-3	0	-2
COc1ccc(CNCCC(c2ccccc2)c2ccc3c(c2)OCO3)cc1 (stereo not drawn)	-2	0	4	12	-12	-4	6	.	3
Cc1ccc(S(=O)(=O)Nc2cc(C(F)(F)F)ccc2N2CCOCC2)cc1	14	-8[fluorescence artefact?]	3	15	-1	-3	5	3	9
Cc1ccc(-n2c(N)c(C(N)=O)sc2=S)cc1	34*[fluorescence artefact?]	30	-19	10	-10	0	-6	16	-6
CCNc1nc2nc3ccc(C)cn3c(=O)c2cc1C(=O)NCC1CCCO1 (stereo not drawn)	-2	-6	2	-39	-8	-2	5	-4	-27
CCN(CC)C(=O)Oc1ccc(OC(=O)N(CC)CC)cc1	-2	0	-2	6	8	-1	-2	-1	-1
Cc1ccc(-n2ncc3c(=O)n(CC(=O)NCC4CCCO4)cnc32)cc1 (stereo not drawn)	-1[fluorescence artefact?]	-12	-1	-2	-7	-2	0	4	-6
CNCc1ccccc1OCc1ccccc1F	1	-8	-4	.	-5	-2	-2	7	1
CCOC(=O)N1CCC(N2C(=O)c3cc(C(=O)NC4CCCCC4)ccc3C2O)CC1 (stereo not drawn)	-2	-9	19	-3	-21	-1	-5	-2	-8
Cc1cc(C)c(S(=O)(=O)c2ccccc2)c(OC(=O)c2c(Cl)cc(Cl)cc2Cl)n1	2	0	-2	7	-12	-1	-6	1	-3
CCN(CC)C(=O)C1CCCN(Cc2ccc(OC)c(C)c2C)C1 (stereo not drawn)	-7	40[fluorescence artefact?]	-22	8	-14	1	2	-9	5
CN(Cc1nc(-c2ccncc2)no1)S(=O)(=O)c1ccc(Br)cc1	-7	-4	-22	-1	7	-2	-5	-3	-16
CCN(CC)S(=O)(=O)c1ccc(NN)nc1	-4	-13	1	7	0	0	2	5	-1
CC(c1ccccc1)C1OCC(C[N+]2(C)CCCCC2)O1 (stereo not drawn)	14	26	-3	4	-15	4	4	1	-3
NC(=O)NC(CC(=O)NCCc1ccc(S(N)(=O)=O)cc1)c1ccc(Cl)cc1 (stereo not drawn)	3	0	3	7	-11	0	5	-1	-2
O=[N+]([O-])c1ccc(NCCNS(=O)(=O)c2ccccc2)cc1	3	-5	-1	1	4	-3	3	6	-3
COc1ccc(S(=O)(=O)Nc2ccc(S(=O)(=O)N3CCCC3)cc2)cc1	6	-3	-16	6	-10	1	1	4	-2
C/C(CC1CC(COCCC(C)C)OC1=O)=N\NC(N)=S (stereo not drawn)	-12[fluorescence artefact?]	-11[fluorescence artefact?]	-14	12	-7	1	4	-5	1
Cc1cccc(CC2CC(=O)N(C3CCCCC3)C2=O)c1 (stereo not drawn)	-2	-12	-9	7	-13	1	-2	-5	6
O=C(Nc1nc(-c2ccc(-c3ccccc3)cc2)cs1)c1cnccn1	-3	-16	-44	9	-3	5	6	11	7

Profiles as entered above:
COc1cccc(CN2CCCN(S(=O)(=O)c3ccc(Br)cc3)CC2)c1 as listed: eIF4E 4G PPI = 0; 14-3-3 Bad PPI = 3; hK5 inh = -1; FXIIa inh 1536 = 18; MDM2 E3 inh = -5; Wee1 degr inh = -2; p97 ATPase inh = 1; Rad51 HR inh = -7; FXIa inh 1536 = 6
O=C(Nc1ccc2nc(-c3ccc(Br)o3)[nH]c2c1)c1cccs1 as listed: eIF4E 4G PPI = 7; 14-3-3 Bad PPI = 15; hK5 inh = -19; FXIIa inh 1536 = 27; MDM2 E3 inh = -17; Wee1 degr inh = 2; p97 ATPase inh = 10; Rad51 HR inh = 12; FXIa inh 1536 = 14

The list goes on.
SMILES	eIF4E 4G PPI	14-3-3 Bad PPI	hK5 inh	FXIIa inh 1536	MDM2 E3 inh	Wee1 degr inh	p97 ATPase inh	Rad51 HR inh	FXIa inh 1536
C/C(Cn1nnc2ccccc21)=N/OC(=O)c1c(F)cccc1F	-3	-13	-18	5	-1	0	0	5	-5
CCCC12CN3CC(C)(CN(C1)C3c1ccc3c(c1)OCO3)C2=O (stereo not drawn)	0	6	-2	7	-11	-1	-1	9	1
COC(=O)C1=C(C)NC(C)=C(C(=O)OC)C1C(=O)OC1CCCCC1=O (stereo not drawn)	4	-12	-7	-13	-12	-1	0	0	-12
COC1=C(Nc2ccccc2)C(=O)c2ccccc2C1=O	3[fluorescence artefact?]	2	-3	24	-7	2	4	6	22
O=C(NCc1ccccc1)c1n[nH]nc1-c1ccccc1O	3	1	-11	6	-8	-2	4	-1	1
O=c1cc(-c2ccccc2)nc2nc(COc3ccccc3)[nH]n12	4	-6	-29	2	-5	-2	4	10	-7
C=CCN1C(=O)C(CC(=O)Nc2ccccc2F)S/C1=N\c1nccs1 (stereo not drawn)	-8	-4	-4	9	.	1	4	12	-1
O=[N+]([O-])c1ccccc1-c1cc(-c2ccccc2O)n[nH]1	11	1[fluorescence artefact?]	-10	2	7	-3	2	5	-2
CN(C)/C=C/C(=O)/C=C/c1cn(-c2ncc(C(F)(F)F)cc2Cl)c2ccccc12	.	.	17	6	-13	1	-7	0	-5
Clc1cncc(Cl)c1N/N=C/c1ccncc1	1[fluorescence artefact?]	-3[fluorescence artefact?]	-13	11	-36	-5	3	12	7
C=CC1CN(CC(=O)OC)S(=O)(=O)c2ccccc21 (stereo not drawn)	-1	3	1	10	14	.	.	-5	0
COc1cccc(S(=O)(=O)NCc2ccc(C(=O)Nc3ccc(Cl)c(Cl)c3)cc2)c1	2	0	-6	15	-4	4	2	2	-7
c1cnn(-c2cc(N3CCOCC3)ncn2)c1	-2	4[fluorescence artefact?]	-10	17	2	-1	0	6	-1
CNc1nc(N/N=C/c2ccc([N+](=O)[O-])cc2)nc(Nc2ccccc2)n1	6	-6	-8	8	1	5	0	1	2
COc1ccc(OCc2nnc(NC(=O)Nc3ccc(F)cc3)s2)cc1	3	-3	1	4	-14	-3	6	.	-1
CCOc1cc2c(C#N)c(N3CCOCC3)nc(N)c2c(N)n1	5	-14	110*	0	-17	.	.	-7	-3
CCOC(=O)C1=NN(C(=O)Cc2ccccc2)C(O)(C(C)(C)C)C1 (stereo not drawn)	0	-11	1	11	5	-2	-1	5	-1
CCn1cc(C(=S)N2CCC(C(N)=O)CC2)c2ccccc21	1	-5	7	7	-14	-3	-5	-12	4
O=C(CN1CCN(S(=O)(=O)c2ccc(Cl)cc2)CC1)Nc1ccc(N2CCOCC2)cc1	-3[fluorescence artefact?]	-8[fluorescence artefact?]	-7	2	-16	-4	-3	3	5
O=c1[nH]c(CN2CCN(c3ncccn3)CC2)nc2c(Br)cc(Br)cc12	-14	-12	4	8	.	-2	2	2	1
COCCNC(=O)Nc1ccc2nc(-c3ccco3)c(-c3ccco3)nc2c1	53*	59	-10	5	-8	-3	14	-11	1
C/C(=N\NC(=O)CSc1nc2ccccc2[nH]1)c1ccncc1	1	-18	-5	7	-2	2	1	-12	-3
CC(=O)/C=C/n1c(=S)oc2ccccc21	-5	-31	-3	12	51*	-2	6	.	6
CCO/C(C)=N/n1c2nc3ccccc3nc2c2c(=O)n(C3CCCC3)c(C)nc21	3	1[fluorescence artefact?]	-32	13	1	0	0	3	4
CC1CN(C(=O)C(C)N2C(=O)c3ccccc3C2=O)CC(C)O1 (stereo not drawn)	6	8	0	9	-2	-2	6	-5	-6

Random excerpt: 3 entries already listed.
SMILES	eIF4E 4G PPI	14-3-3 Bad PPI	hK5 inh	FXIIa inh 1536	MDM2 E3 inh	Wee1 degr inh	p97 ATPase inh	Rad51 HR inh	FXIa inh 1536
O=[N+]([O-])c1ccccc1-c1cc(-c2ccccc2O)n[nH]1	11	1[fluorescence artefact?]	-10	2	7	-3	2	5	-2
C/C(=N\NC(=O)CSc1nc2ccccc2[nH]1)c1ccncc1	1	-18	-5	7	-2	2	1	-12	-3
CCn1cc(C(=S)N2CCC(C(N)=O)CC2)c2ccccc21	1	-5	7	7	-14	-3	-5	-12	4

Additional entries:
SMILES	eIF4E 4G PPI	14-3-3 Bad PPI	hK5 inh	FXIIa inh 1536	MDM2 E3 inh	Wee1 degr inh	p97 ATPase inh	Rad51 HR inh	FXIa inh 1536
CCC(=O)OCC(=O)Nc1ccc(OC)cc1[N+](=O)[O-]	2	-10	0	8	-6	-1	4	11	1
CCOc1ccc(/C=C/C(=O)Nc2cccc(C(C)=O)c2)cc1	14	5[fluorescence artefact?]	-6	22	-13	1	-3	-9	20
Cc1ccc(O)c(-c2cc(-c3ccccc3[N+](=O)[O-])[nH]n2)c1	-4	-7	-4	27	-4	3	-2	.	22
CCSc1nnc2nc(C)cc(C)n12	-4	-11[fluorescence artefact?]	-3	-7	-13	1	3	8	-2
COc1cc(OC)c(C2=NOC(C(=O)Nc3c(C)nn(CC(=O)N4CCCC4)c3C)C2)cc1Cl (stereo not drawn)	5	6	-4	-4	19	-1	-2	1	0
Cc1cc(O)c(C(=O)c2ccccc2C(=O)O)cc1C	-4	-8	7	5	-3	-2	-3	-2	4
COc1cccc(C2(O)CCN(C(=O)C(C)C)CC2)c1	-6	2	4	3	.	-3	6	-4	0
C1CCN(c2nc(N3CCCC3)nc(N3CCNCC3)n2)C1	-1	10[fluorescence artefact?]	-3	6	4	3	-3	-5	11
CC(=O)c1cc(CN2C(=O)c3ccccc3C2=O)cs1	5	-3	-3	15	5	0	2	6	8
O=C(NNC(=O)c1ccccc1Br)c1ccc(SCC2CCCO2)c([N+](=O)[O-])c1 (stereo not drawn)	0	-6	-16	21	-11	-1	7	1	8
COc1ccc(-n2c(CNc3ccc(C)cc3)nnc2SCc2ccccc2)cc1	-1	-9	-16	19	-7	1	-6	9	18
O=c1[nH]nc(CNc2ccc(Cl)cc2Cl)c2ccccc12	-2	2	1	11	-3	4	1	1	-1
CC(C)(C)c1csc(N/N=C/c2cccnc2)n1	7	2	0	4	0	2	-1	7	-1
c1ccc(-c2ccccc2OCCOCCN2CCc3ccccc3C2)cc1	3	15	-16	0	-4	1	0	21	-6
O=C(Cc1c2ccccc2nc2ccccc12)c1ccccc1	-5	32	-10	9	-10	-1	2	.	2
CCc1cc(SC#N)cc(CC)c1NC(=O)CCl	1[fluorescence artefact?]	21[fluorescence artefact?]	-6	20	1	0	7	.	14
COc1cc(NC(=O)COC(=O)Cc2ccc(-c3ccccc3)cc2)cc(OC)c1	14	-7	-21	6	-1	0	-1	2	-1
CCOC(=O)c1c(C)n(C)c2ccc(OCC(O)CN3CCCCCC3)cc12 (stereo not drawn)	-4[fluorescence artefact?]	-6[fluorescence artefact?]	32	-3	-2	-3	-7	-4	-5
